# Giardia killer – Giardia lamblia killing | 340,000 tested, 0.15% active | Giardia lamblia trophozoite viability | AID 540267 | activity change, % at 7.66 µM, hits read low; in the data active means activity change below about -80%; inconclusive means between about -30% and that limit;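 further: parasites exposed to compound for two days anaerobically before the ATP read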
#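 Giardia trophozoites, 100 cells per well, were exposed to compounds for 48 hrs at 37 deg C under anaerobic conditions; viability was then read as ATP content by bioluminescence after 15-30 min at room temperature.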
# FBPA coupling cs – counter-screen for Giardia aldolase inhibitors: coupling enzyme system; coupling enzyme system counterscreen, AmpLite Red fluorescence; activity change, negative = inhibition, % at 58.2 µM, hits read low; 290,000 tested, 0.67% active; AID 2472; in the data active means activity change below about -30%
#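 Final compound at 57.5 uM, incubated 10 min at RT with coupling enzyme reagent (glyceraldehyde-3-phosphate), then 20 min with substrate and AmpLite Red detection. Fluorescence read at 525/598 nm; tests interference with the coupling assay, not aldolase inhibition.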
# B2AR arrestin – recruits beta-arrestin to the human beta2-adrenergic receptor. P07550. beta-arrestin recruitment to beta2AR, cell-based reporter. Potency, µM (highest dose often 46.1 µM), without a hit: at the top dose activation, most hits filed as activators. 330,000 tested, 0.02% active. AID 492947;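 further: potency means the concentration at half of the fitted maximal effect; 0% = DMSO controls and full agonism = EC100 isoproterenol or metaproterenol; nearly all actives have a fitted effect of over 65% in size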
# Target sequence (P07550 whole entry, looked up): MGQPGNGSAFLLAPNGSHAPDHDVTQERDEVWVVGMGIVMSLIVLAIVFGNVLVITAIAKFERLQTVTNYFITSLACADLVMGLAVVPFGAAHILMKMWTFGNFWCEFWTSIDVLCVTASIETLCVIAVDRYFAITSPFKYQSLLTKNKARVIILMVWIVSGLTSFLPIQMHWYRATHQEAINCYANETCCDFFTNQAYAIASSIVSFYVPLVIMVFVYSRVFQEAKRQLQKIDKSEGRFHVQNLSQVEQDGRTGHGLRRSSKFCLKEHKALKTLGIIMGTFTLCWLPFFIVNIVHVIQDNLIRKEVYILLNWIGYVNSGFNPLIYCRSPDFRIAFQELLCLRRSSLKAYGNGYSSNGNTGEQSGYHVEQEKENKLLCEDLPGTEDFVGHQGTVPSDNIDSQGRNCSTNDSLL
# BCR signal inh – blocks chronic active B-cell receptor signaling. ABC-DLBCL IkBa-CBG/CBR reporter, luminescence ratio, 4 h. Potency, µM (series often up to 46.1 µM), for the others: at the highest dose ratio change, negative = lower green/red ratio, most hits filed as inhibitors. 340,000 tested, 0.05% active. AID 493014; active means well fitted inhibition curve with a large enough effect in the signal ratio, with a control signal flat, not every such curve was filed as active; inconclusive means small, poorly fitted or top-dose-only effect, or effect the other way, or a change in a side signal; the % refers to the signal ratio;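 further: potency means the concentration at half of the fitted maximal effect; plate controls were basal doxycycline-induced cells for no effect and cells given 10 µM MG132 for full effect; MG132 reads +100%, hits lower the ratio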
#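 TMD8 human ABC-DLBCL cells with doxycycline-inducible IκBα–green luciferase fusion and unfused red luciferase, in 0.5% FBS medium; compounds up to 46 uM, 4 h at 37C. Green/red luminescence ratio, filter-overlap corrected, fitted to concentration-response curves.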
# uPA surface inh – cell surface uPA generation inhibition. Potency, µM (top dose mostly 38.3 µM), for the others: top-dose activity change, negative = inhibition, most hits filed as inhibitors. 330,000 tested, 0.31% active. cell surface uPA generation assay, qHTS; active means well fitted inhibition curve with a large enough effect; inconclusive means small, poorly fitted or top-dose-only effect; inactive means no such curve, though single readings can be large or run the other way; tested in mouse RAW 264.7 cells; further: potency means the concentration at half of the fitted maximal effect; nearly all actives have a fitted effect of over 55% in size
# PKM2 act – increases activity of human pyruvate kinase M2 | purified PKM2, Kinase-Glo ATP luminescence, activation; response scale: 0% is enzyme alone, no compound | 260,000 tested, 0.34% active | Potency, µM (doses to about 57.5 µM), for inactives: at the highest dose activation, most hits filed as activators | P14618 | AID 1631; further: potency means the concentration at half of the fitted maximal effect; nearly all actives have a fitted effect of over 55% in size
# Target sequence (P14618 whole entry, looked up): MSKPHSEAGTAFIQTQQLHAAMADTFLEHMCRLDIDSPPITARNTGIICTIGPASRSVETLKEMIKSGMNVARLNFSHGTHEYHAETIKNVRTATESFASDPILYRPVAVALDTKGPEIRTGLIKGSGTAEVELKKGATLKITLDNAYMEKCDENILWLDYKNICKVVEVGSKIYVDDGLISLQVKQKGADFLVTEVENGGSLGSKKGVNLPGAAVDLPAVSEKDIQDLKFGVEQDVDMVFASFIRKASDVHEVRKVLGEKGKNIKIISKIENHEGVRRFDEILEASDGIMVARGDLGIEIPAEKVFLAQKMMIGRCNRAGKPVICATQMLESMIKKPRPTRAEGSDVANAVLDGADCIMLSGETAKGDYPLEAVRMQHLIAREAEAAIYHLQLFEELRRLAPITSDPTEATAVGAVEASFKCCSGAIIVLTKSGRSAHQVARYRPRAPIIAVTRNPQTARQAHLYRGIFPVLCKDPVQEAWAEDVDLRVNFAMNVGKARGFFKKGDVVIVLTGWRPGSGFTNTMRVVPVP
#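 Purified hPK-M2 (>95% pure) converted ADP (0.1 mM final) to ATP with 0.5 mM PEP in 50 mM imidazole pH7.2, KCl, MgCl2, Tween 20, BSA; 1 h at room temperature. ATP detected by Kinase-Glo luminescence.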
# KCNH2 3.1 inh – blocks the human KCNH2 3.1 channel isoform; U2OS KCNH2 3.1, thallium flux FluxOr; stronger effect = lower value; activity change, % (tested at about 1.8 µM); 340,000 tested, 0.95% active; AID 720553;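 active means maximum activity change below -70%; inconclusive means maximum activity change from -70% to -50%; inactive means maximum activity change above -50%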;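 further: thallium influx rate constant from kinetic fluorescence after stimulation buffer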
#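 Normalized rate constant (relative to positive and negative DMSO controls) derived from a 2 min kinetic fluorescence read after stimulation; U2OS cells expressing the 3.1 isoform via virus at 1.77 x 10^8 /mL.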
# GALK inhibitor – inhibitors of human galactokinase; Potency, µM (top dose mostly 57.5 µM), for the others: top-dose activity change, negative = inhibition, hits mostly inhibitors; AID 1868; P51570; 270,000 tested, 0.007% active; Purified GALK, Kinase-Glo residual ATP luminescence; further: potency means the concentration at half of the fitted maximal effect
#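 5 nM enzyme, 35 uM ATP, 100 uM galactose, 20 mM HEPES pH8.0, 5 mM MgCl2; 1 h RT; residual ATP by Kinase-Glo Plus luminescence, qHTS format.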
# USP2a inh – USP2a (human) protease inhibition; 330,000 tested, 0.01% active; O75604; AID 463254; USP2 core, Ub-CHOP2 coupled fluorogenic reporter, 485/531; Potency, µM (doses to about 38.3 µM), for the others: at the top dose activity change, negative = inhibition, actives largely listed as inhibitors;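 further: potency means the concentration at half of the fitted maximal effect; plate controls were DMSO wells for no effect and full inhibition by NEM control for full effect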
#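 USP2 core (10nM final) preincubated 30min RT with compound in 20mM Tris-HCl pH 8.0, 2mM CaCl2, 2mM beta-mercaptoethanol, 0.05% CHAPS; 25nM Ub-CHOP2 plus 25nM reporter substrate added, fluorescence (Ex485/Em531) read after 60min.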
# Eya2 inh – Eya2 (human) phosphatase inhibition; O00167; recombinant Eya2, OMFP fluorescence dephosphorylation (OMFP is methylfluorescein phosphate); Potency, µM (doses to about 76.9 µM), for the others: at the top dose activity, negative = inhibition, usual class: inhibitors; 330,000 tested, 0.006% active; further: potency means the concentration at half of the fitted maximal effect
#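 Eya2 protein (added as 0.2 uM solution) was preincubated with compound for 10 min at ambient temperature in 50 mM HEPES pH 7.5, 50 mM NaCl, 5 uM MgCl2, 0.05% BSA, 1 mM DTT. OMFP (added at 50 uM) then reacted 10 min; fluorescence read at 485/525 nm.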
# hERG WT inh – inhibitors of human wildtype KCNH2 potassium channel | U2OS, BacMam KCNH2, thallium flux FluxOr; stronger effect = lower value | 340,000 tested, 0.37% active | Q12809 | activity change, % at 1.84 µM;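 active means maximum activity change below -70%; inconclusive means maximum activity change between -70% and -50%; inactive means maximum activity change above -50%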
#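 U2OS cells were transduced with wild-type KCNH2 virus (2.03 x 10^8 / mL) for 4 h at room temperature, then cultured overnight at 37 C. Thallium flux was read with FluxOr dye. Rate constants were normalized to DMSO controls.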
# An asterisk follows results filed as active; ? = inconclusive; . = no result given; [ ] = another dose, or the depositor's remark. Unless noted, the call rests on the fitted dose curve; in most records, active means well fitted curve in the direction sought with a large enough effect; inconclusive means small, poorly fitted or top-dose-only effect, or another doubt; inactive means no such curve, though single readings can be large; an effect the other way counts as inactive or inconclusive. Unless noted, on the % scale 0 is the no-effect control and ±100 the full control effect.
SMILES,Giardia killer,FBPA coupling cs,B2AR arrestin,BCR signal inh,uPA surface inh,PKM2 act,KCNH2 3.1 inh,GALK inhibitor,USP2a inh,Eya2 inh,hERG WT inh
Cn1nnnc1SCc1nnc(-c2ccccc2Br)o1,10,4,3.6%,0%,-4%,13%,.,-1%,4%,2%,-15
OCCC1CN(C2CCN(c3ccccc3)CC2)CCN1Cc1ccc(F)c(F)c1 (stereo unspecified),-12,2,-1.0%,23%,0%,-1%,-36,-1%,1%,-6%,3
Cc1cc(C(=O)N(CCC#N)Cc2cccs2)no1,-11,2,-0.6%,-1%,0%,-1%,-4,3%,0%,5%,-7
CC(=O)c1cccc(NC(=O)CSc2n[nH]c(-c3ccncc3)n2)c1,14,.,-0.2%,-3%,3%,.,2,.,3%,-12%,-6
CCN(CC)P(=O)(Nc1ccc(C)cc1Br)c1ccc(N(C)C)cc1NC(=O)c1ccco1 (stereo unspecified),13,-5,0.1%,?,10%,-7%,-1,1%,-1%,3%,-25
O=C(COC(=O)c1cc[n+]([O-])cc1)Nc1ccc(Cl)c(C(F)(F)F)c1,5,.,-0.4%,13%,-1%,.,-4,.,4%,-7%,3
COc1ccccc1NC(=O)CN1CCC(c2nc3ccc(C)cc3[nH]2)CC1,-5,9,4.2%,?,-1%,0%,-23,1%,0%,17%,39
COC(=O)c1ccc(NC(=S)N2CCN(C)CC2)cc1,-8,0,-0.2%,0%,4%,-1%,-14,13%,0%,-1%,.
CC1CCN(CCc2nc3cc(NS(=O)(=O)c4ccccc4)ccc3n2C)CC1,-2,-3,0.1%,?,-1%,0%,-31,-1%,1%,-5%,-2
Cc1ccc(-n2cc(C(=O)c3ccc(N4CCN(C)CC4)cc3)nn2)cc1Cl,-10,1,0.1%,0%,6%,-3%,4,-1%,3%,1%,-11
CCN(CC)c1ccc(C(=O)OCC(=O)N2CCCC2)cc1,-9,-2,0.3%,-14%,1%,-5%,-1,-2%,2%,?,1
Oc1cc(-c2ccccc2)c2ccccc2c1,-7,-60*,0.4%,?,2%,-4%,-2,-1%,4%,-9%,2
C=CCNc1cnn(CC(C)=O)c(=O)c1Br,-1,1,-0.2%,?,5%,0%,-5,-1%,0%,11%,-7
COC(=O)/C(C#N)=C/c1c(N2CCN(c3ccc(OC)cc3)CC2)nc2c(C)cccn2c1=O,11,0,0.5%,5%,-8%,.,-12,.,6%,-8%,-4
Cc1[nH]c2ccccc2c1C1(O)C(=O)N(Cc2ccc3c(c2)OCO3)c2ccccc21 (stereo unspecified),12,-6,-0.4%,-19%,-8%,8%,7,-2%,0%,-39%,-3
Cc1ccc2nc(NC(=O)c3ccc(Br)o3)sc2c1,-3,0,0.5%,?,?,-3%,-8,-2%,3%,3%,-3
OCC[C@H]1C[C@H](O)[C@@H](O)[C@]2(Cc3ccccc3O2)O1,2,.,-0.3%,-4%,4%,.,11,.,1%,-10%,-41
Cc1cc(Nc2cccc([N+](=O)[O-])c2)n2c(nc3ccccc32)c1C#N,7,1,-0.2%,?,-8%,7%,2,0%,1%,-26%,4
O=C(C[n+]1ccccc1)c1ccc(Cl)cc1,24,1,0.5%,4%,-5%,.,7,.,4%,0%,3
O=C(NC1CCN(C(=S)Nc2ccc(Cl)cc2)CC1)C1CCCCC1,3,0,-0.2%,1%,7%,.,10,0%,1%,23%,-10
O=C(NN=C(Cc1ccccc1)Cc1ccccc1)c1ccccc1O,13,1,3.8%,?,3%,3%,12,-2%,-1%,0%,11
CCCCc1ncc(CN2CCC(n3nccc3NC(=O)c3ccccc3Cl)CC2)[nH]1,25,.,-0.6%,?,18%,10%,-31,-3%,-1%,9%,-30
CC(=O)N1CCN(S(=O)(=O)c2cccc(C(=O)Nc3nc4c(s3)CCCC4)c2)CC1,-6,0,-1.0%,1%,0%,9%,-4,1%,2%,14%,-2
Cc1onc(-c2ccccc2Cl)c1C(=O)Nc1nnc(-c2ccc(F)cc2)s1,4,4,0.4%,?,10%,0%,0,-2%,0%,3%,-8
N#CCCCSC1=C(C#N)C(c2ccccc2Cl)CC(=O)N1 (stereo unspecified),5,3,-0.3%,-2%,-1%,-2%,3,1%,0%,-2%,-6
# (cont.)
SMILES,Giardia killer,FBPA coupling cs,B2AR arrestin,BCR signal inh,uPA surface inh,PKM2 act,KCNH2 3.1 inh,GALK inhibitor,USP2a inh,Eya2 inh,hERG WT inh
Cc1ccccc1NC(=S)N/N=C1\CC(C)(C)Oc2ccc(O)cc21,-3,-12,-0.4%,?,2%,-1%,-28,-2%,-10%,50%,3
O=C(COC(=O)c1cc(-c2cccc(Br)c2)nc2ccccc12)NCC1CCCO1 (stereo unspecified),31[activator],0,0.1%,7%,-5%,-3%,-17,4%,-1%,-16%,3
O=C(O)c1sc2cccc(Cl)c2c1Cl,21,-5,0.5%,-15%,0%,1%,-6,-1%,-1%,-9%,4
CC(Oc1ccc(Cl)cc1)C(=O)Nc1ccccc1N1CCOCC1 (stereo unspecified),8,.,0.1%,5%,19%,.,.,.,0%,3%,-12
COc1ccccc1NC(=O)/C(=C\c1cccnc1)NC(=O)c1ccccc1,-4,5,-0.1%,0%,?,-2%,6,12%,2%,9%,9
Cc1ccc(C)c(N2CCN(C(=O)Cc3ccc(-n4c(=O)[nH]c5ccsc5c4=O)cc3)CC2)c1,9,3,-0.9%,1%,1%,-1%,8,1%,0%,0%,0
COc1cc(NC(=O)c2cccc(Cl)c2)c(OC)cc1NC(=O)CN1CCOCC1,0,1,-0.2%,8%,6%,14%,-1,5%,3%,-3%,4
CCOc1ccc(NC(=O)c2cccc(-n3cnnn3)c2)cc1,0,2,-0.7%,-2%,.,-2%,-7,15%,?,-10%,-3
Cc1ccc2c(c1)C1(OCCCO1)C(=O)N2,-2,0,-0.3%,0%,1%,-23%,6,9%,1%,6%,-2
COc1ccc(OC)c(C(=O)c2ccc(C(=O)Nc3ccccc3)cc2)c1,0,0,-0.5%,-18%,3%,0%,-1,1%,-7%,-14%,-2
O=C(c1cc(F)c(F)cc1Cl)N1CCN(c2ncccn2)CC1,7,0,0.2%,-3%,9%,-2%,-13,-5%,-1%,-5%,2
COc1cc(/C=N/NC(=O)c2ccc3nc[nH]c3c2)ccc1O,-2,1,-0.9%,?,2%,?,11,.,-4%,-16%,-6
CNC(=O)NC(=O)C(NC1CCCc2ccccc21)c1ccccc1 (stereo unspecified),-7,-2,0.4%,?,-2%,-2%,-14,-1%,-4%,-19%,-3
CCCCC(=O)Nc1cccc(NC(=S)NC(=O)Cc2ccccc2)c1,-17,0,-0.9%,?,3%,1%,9,0%,4%,-7%,2
O=[N+]([O-])c1ccc(-c2nc(-c3ccncc3)no2)cc1,-19,0,5.5%,9%,-3%,1%,7,-2%,-8%,12%,3
COc1ccc(Oc2coc3cc(OC(=O)/C=C/c4ccc(F)cc4)ccc3c2=O)cc1,10,3,-0.3%,6%,0%,1%,-15,0%,1%,-2%,-6
COc1ccc(-c2noc(CCC(=O)NC3CCCC3)n2)cc1,?,-1,2.9%,?,1%,4%,15,-2%,1%,0%,9
CC(=O)c1ccc(NC(=O)CSc2n[nH]c(-c3cccnc3)n2)cc1,-4,1,-0.6%,5%,1%,3%,4,0%,-2%,-1%,8
CCN(CC)S(=O)(=O)c1cccc(-c2nnc(SCC(=O)NC3CCCC3)n2N)c1,-29,3,-0.1%,5%,.,3%,6,0%,-4%,-7%,-1
CC(C)c1ccc(-c2nn[nH]n2)cc1,2,9,-1.8%,10%,.,8%,10,7%,-1%,16%,-28
NC(=O)C1CCN(CC(=O)Nc2nc(-c3ccccc3)cs2)CC1,39[activator],1,-0.1%,-5%,-8%,1%,7,1%,3%,4%,1
CN(Cc1nccs1)C(=O)C1CCC(=O)N(Cc2ccccc2F)C1 (stereo unspecified),21,2,0.4%,3%,8%,7%,-6,-4%,1%,-8%,-3
O=C(O)C1C2CCC(C2)C1C(=O)NCCc1cccc(Cl)c1 (stereo unspecified),1,1,-0.1%,2%,2%,-1%,-10,4%,1%,-2%,0
CN1C2C=C3C(C#N)=C(N)C(C#N)(C#N)[C@@H](c4ccc(Cl)cc4)[C@@H]3C1CC2 (stereo partly specified),-3,0,0.3%,-2%,-5%,-2%,-5,0%,3%,0%,1
CCOc1cc(C(=O)O/N=C(\N)c2ccccn2)cc(OCC)c1OCC,-1,0,7.4%,0%,?,-9%,-10,-2%,-1%,-17%,-14

# A few values from the list.
# Under USP2a inh, O=C(COC(=O)c1cc(-c2cccc(Br)c2)nc2ccccc12)NCC1CCCO1 (stereo unspecified) has -1%
# Under hERG WT inh, CN(Cc1nccs1)C(=O)C1CCC(=O)N(Cc2ccccc2F)C1 (stereo unspecified) has -3

# This is a random part of the collection; 2.4% or so of the library scored in one or more.
